Bioassay records deposited in PubChem by National Center for Advancing Translational Sciences (NCATS).
GLP1R ag = qHTS of GLP-1 Receptor Agonists | AID 624172, 2012 | HEK293 GLP-1R CRE-luciferase, luminescence, 4-6 h; cells express a hypersensitive GLP-1R form | Glucagon-like peptide 1 receptor (Homo sapiens), P43220 | Potency, µM (titrated, usually from 45.6 µM), for inactives: top-dose activation, actives largely listed as activators | 380,000 compounds, 0.007% hits; also: % of control where 0% means no effect
Target sequence (P43220 whole entry, looked up): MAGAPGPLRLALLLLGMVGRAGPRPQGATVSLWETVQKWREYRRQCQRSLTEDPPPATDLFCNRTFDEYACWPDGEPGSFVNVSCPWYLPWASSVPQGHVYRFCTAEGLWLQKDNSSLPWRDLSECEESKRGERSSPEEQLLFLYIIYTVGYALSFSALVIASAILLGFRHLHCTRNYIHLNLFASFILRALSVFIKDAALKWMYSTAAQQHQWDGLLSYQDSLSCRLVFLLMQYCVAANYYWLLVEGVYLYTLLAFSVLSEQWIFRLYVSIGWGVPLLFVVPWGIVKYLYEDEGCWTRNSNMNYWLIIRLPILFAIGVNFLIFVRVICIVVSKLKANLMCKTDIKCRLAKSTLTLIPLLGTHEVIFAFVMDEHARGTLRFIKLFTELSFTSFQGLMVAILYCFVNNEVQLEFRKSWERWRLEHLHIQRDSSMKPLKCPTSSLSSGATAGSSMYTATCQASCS
GLP1R cytotox = qHTS of GLP-1 Receptor Inverse Agonists: Cytotox Screen | HEK293 cAMP-luciferase reporter cells, luminescence, 24 h | Potency, µM (top dose mostly 38.3 µM), inactives show at the highest dose activity change, negative = inhibition, actives largely listed as inhibitors | 410,000 compounds, 0.13% hits | AID 624418, 2012;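 also: loss of luciferase light is scored as toxicity; % is scaled to controls: 0 for no effect and ±100 for the full control effect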
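Quantitative HTS format, 1536 wells, 200 cells/uL seeded. Compounds: 23 nL, 24 h, 37 °C. Detection: luciferase reagent, luminescence at 12 min RT; decreased signal taken as cytotoxic.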
KB-V1 MDR tox = qHTS assay for MDR1-selective chemotherapeutics: Primary screen using the drug-selected MDR subline cells KB-V1; KB-V1 MDR cells viability, CellTiter-Glo, 72 h; Potency, µM (series often up to 46.1 µM), inactives show at the highest dose activity change, negative = cytotoxicity, most hits filed as cytotoxic; 400,000 compounds, 3.4% hits; also: % is scaled to controls: 0 for no effect and ±100 for the full control effect; nearly all actives have a fitted effect of over 60% in size
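Cytotoxicity toward P-gp-expressing KB-V1 cells was determined as loss of CellTiter-Glo luminescence after 72 h at 37 degrees C. Compounds were tested in quantitative HTS format across a concentration range, with curves fitted to normalized data.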
GLP-1R inv ag = qHTS of GLP-1 Receptor Inverse Agonists (Inhibition Mode); HEK293 GLP-1R CRE-luciferase, luminescence, 24 h; GLP-1R form is constitutively active; AID 624417, 2012; Glucagon-like peptide 1 receptor (Homo sapiens), P43220; 410,000 compounds, 1.6% hits; Potency, µM (top dose mostly 38.3 µM), for inactives: top-dose activity change, negative = inhibition, most hits filed as inhibitors; also: % is scaled to controls: 0 for no effect and ±100 for the full control effect; nearly all actives have a fitted effect of over 55% in size
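Seeding at 200 cells/uL, 12 h culture, 24 hr compound treatment, then luciferase reagent and a luminescence read; cells are HEK293 stably expressing a constitutively active GLP-1R plus cAMP-responsive luciferase.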
KB-3-1 tox = qHTS assay for MDR1-selective chemotherapeutics: Primary screen using the parental adenocarcinoma cell KB-3-1 | KB-3-1 viability, CellTiter-Glo ATP luminescence, 72 h | Potency, µM (series often up to 46.1 µM), without a hit: at the highest dose activity change, negative = cytotoxic, most hits filed as cytotoxic | 400,000 compounds, 1.4% hits | AID 1347075, 2019; also: % is scaled to controls: 0 for no effect and ±100 for the full control effect; nearly all actives have a fitted effect of over 60% in size
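KB-3-1 cells, DMEM (no phenol red) + 10% FBS; compound by pin transfer, 72 h, 37 °C. Readout: CellTiter-Glo luminescence after 10 min. Data normalized, curve-fitted.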
HT1080 IDH1KD tx = qHTS for induction of synthetic lethality in tumor cells producing 2HG: qHTS for the HT-1080-IDH1KD cell line; Potency, µM (titrated, usually from 46.1 µM), for inactives: top-dose activity, negative = toxicity, actives largely listed as cytotoxic; HT-1080 IDH1 knockdown viability, ATP luminescence, 48 h; 360,000 compounds, 2% hits;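 also: 0% = DMSO wells and -100% = cell-free medium wells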
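HT-1080-IDH1KD cells (IDH1 knocked down), 750/well in RPMI with 5% FBS, treated with compound 48 h at 37 degrees C. Viability by CellTiter-Glo luminescence, normalised to DMSO and no-cell wells; concentration-response curves classed.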
TDP43 rescue = qHTS of TDP-43 Inhibitors; TDP-43 expressing yeast growth rescue, BacTiter-Glo, 24 h; 410,000 compounds, 1.8% hits; Potency, µM (series often up to 46.1 µM), for inactives: at the top dose growth rescue (activation), hits mostly activators; also: % of control where 0% means no effect; nearly all actives have a fitted effect of over 50% in size
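In this qHTS, compounds that restore growth of yeast expressing TDP-43 appear as activators. Cells (OD600=0.02, galactose medium, raffinose-pregrown) are incubated with compound 24 hr at 30 deg C and growth is quantified by BacTiter-Glo.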
HT1080-NT tox = qHTS for induction of synthetic lethality in tumor cells producing 2HG: qHTS for the HT-1080-NT fibrosarcoma cell line | Potency, µM (series often up to 46.1 µM), inactives show at the top dose activity, negative = less viability, usual class: cytotoxic | 360,000 compounds, 1.6% hits | HT-1080-NT fibrosarcoma viability, CellTiter-Glo ATP luminescence, 48 h;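 also: NT is the 2HG producing partner of a matched IDH1 knockdown line; 0% = DMSO-treated cells and -100% = media-only wells without cells; nearly all actives have a fitted effect of over 55% in size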
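HT-1080-NT fibrosarcoma cells (2HG-overproducing), 750 cells/well in RPMI with 5% FBS, dosed after 2 h and incubated 48 h at 37C. CellTiter-Glo luminescence normalized to DMSO and no-cell wells; concentration-response curves fitted and classed.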
SW480 rerep = A quantitative high throughput screen for small molecules that induce DNA re-replication in SW480 colon adenocarcinoma cells; AID 624297, 2012; 340,000 compounds, 1.8% hits; Potency, µM (doses to about 46.1 µM), inactives show at the top dose re-replication activation, usual class: activators; SW480 DNA re-replication, Hoechst DNA content imaging, 48 h; also: % of control where 0% means no effect; nearly all actives have a fitted effect of over 55% in size
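Cells (250 per well) received 23 nL compound or DMSO by pin tool and were kept 48 hr at 37 C, 5% CO2. Nuclei were then stained with Hoechst for 40 min and scanned for DNA content.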
* hit, by the source's call; ? = inconclusive; · = not tested or not shown; [ ] = dose if it differs, or a comment. Calls follow the shape of the dose curve; as a rule, active = well fitted curve in the direction sought with a large enough effect; inconclusive = small, poorly fitted or top-dose-only effect, or another doubt; inactive = no such curve, though single readings can be large; an effect the other way counts as inactive or inconclusive. Potency is read from the fitted curve at half-maximal effect. Outcome played no part in choosing rows; any-hit rate near 9.4%.

SMILES	GLP1R ag	GLP1R cytotox	KB-V1 MDR tox	GLP-1R inv ag	KB-3-1 tox	HT1080 IDH1KD tx	TDP43 rescue	HT1080-NT tox	SW480 rerep
O=C(CSc1nnc(-c2ccco2)o1)Nc1ccccc1Cl	9%	0%	20%	20%	-1%	0%	?	12%	-4%
CCOc1cc(-c2noc(CCCC(=O)NC3CCCCC3)n2)ccc1OC	13%	-5%	-21%	19%	-8%	-10%	-3%	-17%	-8%
CCCOC(=O)c1c(NC(=O)c2nc3ncccn3n2)sc(C(N)=O)c1C	0%	-6%	?	-2%	-16%	·	12%	·	·
CC(C)CN1CCC(C(=O)N2CCN(c3ccccc3F)CC2)CC1	-29%	-19%	?	1%	7%	12%	-22%	5%	-48%[inhibitor]
CCOC(=O)c1cc(=O)n2c(nc3ccccc32)[nH]1	-4%	-7%	-22%	7%	8%	-4%	3%	-2%	-6%
CC(C)C(NC(=O)c1ccc([N+](=O)[O-])cc1Cl)C(=O)N1CCCC1 (stereo not given)	11%	0%	13%	7%	-16%	7%	-8%	3%	-1%
COc1ccc(CCC(=O)NNC(=O)c2cccs2)cc1	-2%	5%	13%	-4%	28%	8%	26%	-17%[9.24 µM]	-7%
O=C(c1cccs1)N1CCc2ccccc21	-2%	-6%	?	-3%	-8%	-14%	-3%	-9%	-4%
CCOC(=O)c1ccccc1NC(=O)c1cccnc1	-2%	-1%	1%	0%	1%	-6%	-11%	-3%[9.24 µM]	-4%
COc1ccccc1NC(=O)CC(NCCN(C)C)C(=O)O (stereo not given)	2%	16%	1%	3%	0%	7%	3%	2%	5%
Cc1ccc(-c2nnc(Nc3ccc(CC(N)=O)cc3)c3ccccc23)cc1	-8%	-11%	3%	0%	1%	-25%	-15%	2%	1%
COc1cc(C(CC(=O)Nc2ccccn2)N2Cc3ccccc3C2=O)cc(OC)c1OC (stereo not given)	22%	-20%	0%	12%	-9%	0%	?	-1%	-10%
Cn1c(SCc2nc(-c3cccs3)no2)nnc1C1CCCCC1	-2%	-9%	0%	?	-2%	11%	30%	10%	-10%
O=C(COC(=O)CSCC(=O)N1CCCCC1)NCc1ccc(F)cc1	-4%	-9%	15%	0%	-5%	5%	15%	14%	-3%
Cc1nc(SCC(=O)Nc2ccc(Cl)cc2[N+](=O)[O-])nc(C)c1C	9%	9%	?	22%	6%	0%	12%	0%	-2%
C=C(C)c1cccc(C(C)(C)NC(=O)N2CCC(C)CC2)c1	-2%	7%	18µM*	-5%	-10%	6%	34%	-1%	-5%
Cc1c(C#N)c(N=CN(C)C)c(C(=O)c2ccccc2)n1-c1ccc(Br)cc1	5%	-10%	0%	?	-8%	-10%	-9%	-4%	-3%
CCOC(=O)C1C(=O)CC(C)(O)C(C(=O)OCC)C1c1ccc(SC)cc1 (stereo not given)	-4%	-7%	-10%	-20%	-15%	0%	-1%	-2%	-3%
CCCCN1C(=O)C(CC(=O)NC2CC2)CC(C(=O)N2CCOCC2)=C1C (stereo not given)	-5%	0%	9%	9%	1%	7%	14%	9%	·
C=CCNC(=O)c1cc(-c2ccc(Br)cc2)on1	-5%	-4%	12%	0%	10%	0%	-13%	22%	-4%

Fetched by compound from the list above:
SMILES	GLP1R ag	GLP1R cytotox	KB-V1 MDR tox	GLP-1R inv ag	KB-3-1 tox	HT1080 IDH1KD tx	TDP43 rescue	HT1080-NT tox	SW480 rerep
O=C(COC(=O)CSCC(=O)N1CCCCC1)NCc1ccc(F)cc1	-4%	-9%	15%	0%	-5%	5%	15%	14%	-3%
CCCOC(=O)c1c(NC(=O)c2nc3ncccn3n2)sc(C(N)=O)c1C	0%	-6%	?	-2%	-16%	·	12%	·	·
O=C(CSc1nnc(-c2ccco2)o1)Nc1ccccc1Cl	9%	0%	20%	20%	-1%	0%	?	12%	-4%
CCOC(=O)C1C(=O)CC(C)(O)C(C(=O)OCC)C1c1ccc(SC)cc1 (stereo not given)	-4%	-7%	-10%	-20%	-15%	0%	-1%	-2%	-3%

Additional compounds follow:
SMILES	GLP1R ag	GLP1R cytotox	KB-V1 MDR tox	GLP-1R inv ag	KB-3-1 tox	HT1080 IDH1KD tx	TDP43 rescue	HT1080-NT tox	SW480 rerep
CCOc1ccc2[nH]c(=O)c(CN(CCO)Cc3nnnn3CCc3ccccc3)cc2c1	0%	-7%	-11%	-5%	0%	-3%	-10%	13%	1%
CC1=C(C(=O)OC(C)C)C(c2ccccc2)NC(=O)N1C (stereo not given)	0%	-36%	-18%	-5%	-3%	2%	15%	4%	-10%
CC(C)=CC(=O)O[C@@H]1Cc2c(ccc3ccc(=O)oc23)OC1(C)C	3%	14%	-28%	4%	7%	4%	-2%	20%	-2%[9.22 µM]
CC(NC(=O)CSc1n[nH]c(=O)n1C1CC1)C12CC3CC(CC(C3)C1)C2 (stereo not given)	0%	1%	-9%	7%	11%	6%	14%	10%	-4%
C#CC(c1ccccc1)(c1ccccc1)n1ccnc1	29%	-14%	?	?	-7%	-9%	3.5µM*	3%	·
COc1cc(OC)c(NS(=O)(=O)c2cc(C(=O)NCCCN3CCOCC3)ccc2C)cc1Cl	-7%	5%	11%	1%	-1%	-14%	6%	-11%	·
CC(=O)NC(Cc1c[nH]c2ccccc12)C(=O)OCC(=O)N1CCN(S(=O)(=O)c2ccc(Cl)cc2)CC1 (stereo not given)	-5%	1%	0%	-4%	4%	8%	-3%	-3%	-2%
CC(=O)Cc1nsc(NC(=O)c2ccc(COc3ccccc3)o2)n1	-6%	2%	0%	-2%	6%	-14%	-2%	-7%	4%
COc1cc(OC)c(NC(=O)c2c(C)oc3ncnc(N4CCCCC4)c23)cc1Cl	·	-11%	4%	-7%	-3%	·	14%	·	·
COc1ccccc1-c1cc(C(=O)N/N=C/c2ccc(C)o2)c2ccccc2n1	2%	-5%	-15%	7%	-17%	?	1%	-11%	?
O=C1[C@@H]2[C@H](C(=O)N1n1cnnc1)[C@H]1C=C[C@@H]2C1	-9%	16%	6%	30%	12%	23%	17%	?	-6%
O=C(NCC1CCCN(Cc2ccccc2F)C1)c1cccc(C(F)(F)F)c1 (stereo not given)	20%	-3%	-3%	?	?	1%	23%	4%	-2%
Cc1cccc(C)c1N1CCN(C(=O)N2CCCCC2)CC1	-1%	-2%	29%	2%	17%	24%	-12%[9.22 µM]	17%	-13%
CC(=O)c1ccc(OC(=O)CCc2ccccc2)cc1	-4%	12%	?	22%	12%	12%	0%	5%	?
COc1ccc(CS(=O)(=O)c2nc(C)cc(C)c2S(C)(=O)=O)cc1	8%	-4%	-10%	1%	4%	-2%	-16%	-2%	?
CCOc1ccc(C(=O)NC2CC(=O)N(c3ccc4c(c3)OCCO4)C2)cc1 (stereo not given)	-14%	6%	4%	-20%	-1%	-1%	-5%	5%	-4%
CC(CCc1ccccc1)NC(=O)Cc1ccccc1 (stereo not given)	-2%	-5%	5%	-19%	8%	11%	21%	12%	-1%
CN(C)c1cccc(C(=O)Nc2ccc(N3CCOCC3)cc2)c1	12%	-1%	?	6%	-11%	-1%	-20%	?	-2%
Cc1ccc(NC(=O)C2Cc3ccccc3CN2C(=O)c2ccccc2)cc1Cl (stereo not given)	0%	-1%	1%	?	1%	-24%	15%	-19%	8%
CC(C)(C)CC(=O)Nc1cccc(-c2cn3cccnc3n2)c1	6%	8%	-2%	7%	0%	10%	20%	12%	-6%
CN(C)S(=O)(=O)N1CCN(c2ccc(Cl)cc2)CC1	9%	2%	-5%	-4%	1%	-7%	?	4%	0%
CC(=O)Nc1ccc2ccccc2c1	4%	20%	-10%	1%	12%	14%	-17%	-1%	-13%
Cc1cc(C)c(NC(=O)CSc2nc3nc(C)cc(C)n3n2)c(C)c1	-5%	7%	?	10%	3%	·	13%	·	·
COc1cccc(CN(C)C(=O)C2CSC3(C)CCC(=O)N23)c1OC (stereo not given)	-2%	-5%	?	-1%	10%	-1%	-9%	1%	-3%
CCCCn1nnnc1C(c1ccccc1)N1CCN(c2cccc(C(F)(F)F)n2)CC1 (stereo not given)	9%	-1%	?	?	-5%	-7%	19%	-9%	·
C=CCNc1ncnc2c1ncn2C1OC(CO)C(O)C1O (stereo not given)	20%	-22%	4%	25%	-4%	18µM*	5%	9.2µM*	?
COc1ccc(S(=O)(=O)NC(C)C(=O)Nc2cccc([N+](=O)[O-])c2)cc1 (stereo not given)	4%	-19%	?	5%	19%	10%	10%	11%	0%
CN(C)C(/C=C/Nc1cccc([N+](=O)[O-])c1)=C(C#N)C#N	0%	11%	?	6%	16%	1%	-15%	20%	?
CCS(=O)(=O)c1ncc(Cl)c(C(=O)Nc2ccccc2OC)n1	-3%	-13%	?	130%[activator]	2.6µM*	?	·	-17%	2.9µM*
Cc1nc(NC(=O)C2CC3CCCC(C2)C3=O)sc1C (stereo not given)	-1%	-12%	6%	-24%	8%	-9%	6%	-5%	-7%
O=C(Nc1cccc(F)c1)Nc1ccnn1C1CCN(C(=O)c2cscn2)CC1	-5%	-1%	·	22%	·	4%	23%	-3%	7%
Cc1ccc(SCc2ccc(C(=O)N3CCCC3)cc2)cc1	8%	11%	?	?	-21%	-16%	23%	-21%	-1%
O=C(CCCN1CCC(NC(=O)c2ccccc2)CC1)c1ccc(Cl)cc1	-6%	2%	0%	11%	11%	1%	6%	0%	-39%[inhibitor]
COc1cc(C2C(C#N)=C(N)Oc3cc(O)ccc32)cc2c1OCO2 (stereo not given)	4%	178%[activator]	?	?	?	21µM*	-4%	?	-18%
